Screening data deposited in PubChem BioAssay by several laboratories.
BioA inh: BioA (M. tuberculosis) enzyme inhibition. purified M. tuberculosis BioA enzyme, plate reader. inhibition, % at 9.99 µM. 0.096% of 360,000 active; in the data active means inhibition above about 40%; inconclusive means no clear call, values can overlap the other calls
FBA Mtb inh: inhibits M. tuberculosis FBA enzyme; AID 588726; P9WQA3; 2.3% of 360,000 active; inhibition, % at 1 µM; purified M. tuberculosis FBA, fluorescence read-out; in the data active means inhibition above about 27%;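 further: 0% = vehicle and 100% = reference inhibitor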
Target sequence (P9WQA3 whole entry, looked up): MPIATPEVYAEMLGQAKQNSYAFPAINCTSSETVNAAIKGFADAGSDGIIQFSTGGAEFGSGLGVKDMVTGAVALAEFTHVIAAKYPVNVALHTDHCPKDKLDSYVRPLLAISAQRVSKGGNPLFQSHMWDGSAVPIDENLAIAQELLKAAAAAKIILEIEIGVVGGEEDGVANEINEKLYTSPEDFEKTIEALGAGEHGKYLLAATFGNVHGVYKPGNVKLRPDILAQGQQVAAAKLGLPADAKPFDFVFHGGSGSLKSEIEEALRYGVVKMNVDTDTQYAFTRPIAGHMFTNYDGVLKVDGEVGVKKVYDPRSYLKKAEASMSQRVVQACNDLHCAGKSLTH
BoNT F protease: BoNT F light chain protease inhibition; Multiplex microsphere protease cleavage assay, flow cytometry; inhibition, % at 10 µM; 0.22% of 360,000 active; AID 588497; in the data active means inhibition above about 35%, passing the limit was not always enough; inconclusive means no clear call, values can overlap the other calls; further: plate controls were buffer without enzyme for full effect and enzyme alone for no effect
FadD28 binding: M. tuberculosis FadD28 bisubstrate binding inhibition | FadD28 bisubstrate probe binding, fluorescence polarization | inhibition, % at 12.5 µM | 0.22% of 360,000 active | AID 588549; in the data active means inhibition above about 8.5%, passing the limit was not always enough; inconclusive means no clear call, values can overlap the other calls
BoNT A protease: blocks Botulinum neurotoxin A light chain protease. multiplex microsphere protease substrate cleavage, flow cytometry. inhibition, % at 10 µM. 0.17% of 360,000 active; further: plate controls were buffer without enzyme for full effect and enzyme alone for no effect
PfHsp40 rescue: rescue of PfHsp40-mediated yeast toxicity; S. cerevisiae expressing PfHsp40, growth rescue, ATP luminescence; growth rescue, % at 12.5 µM; 0.68% of 340,000 active; in the data active means growth rescue above about 28%, passing the limit was not always enough; inconclusive means no clear call, values can overlap the other calls;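 further: yeast W303a lacking pdr1 and pdr3 grown in galactose medium; growth measured after three days at 30 °C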
UGM FP inh: blocks M. tuberculosis UGM enzyme; P9WIQ1; purified UGM, fluorescence polarization probe displacement; inhibition, % at 10 µM; 0.06% of 320,000 active; AID 504406; in the data active means inhibition above about 10%, passing the limit was not always enough; inconclusive means no clear call, values can overlap the other calls
Anthrax LF prot: inhibitors of Bacillus anthracis lethal factor protease. P15917. multiplex microsphere protease cleavage assay, LF. inhibition, % at 10 µM. 0.12% of 360,000 active; further: plate controls were buffer without enzyme for full effect and enzyme alone for no effect
Target sequence (P15917 whole entry, looked up): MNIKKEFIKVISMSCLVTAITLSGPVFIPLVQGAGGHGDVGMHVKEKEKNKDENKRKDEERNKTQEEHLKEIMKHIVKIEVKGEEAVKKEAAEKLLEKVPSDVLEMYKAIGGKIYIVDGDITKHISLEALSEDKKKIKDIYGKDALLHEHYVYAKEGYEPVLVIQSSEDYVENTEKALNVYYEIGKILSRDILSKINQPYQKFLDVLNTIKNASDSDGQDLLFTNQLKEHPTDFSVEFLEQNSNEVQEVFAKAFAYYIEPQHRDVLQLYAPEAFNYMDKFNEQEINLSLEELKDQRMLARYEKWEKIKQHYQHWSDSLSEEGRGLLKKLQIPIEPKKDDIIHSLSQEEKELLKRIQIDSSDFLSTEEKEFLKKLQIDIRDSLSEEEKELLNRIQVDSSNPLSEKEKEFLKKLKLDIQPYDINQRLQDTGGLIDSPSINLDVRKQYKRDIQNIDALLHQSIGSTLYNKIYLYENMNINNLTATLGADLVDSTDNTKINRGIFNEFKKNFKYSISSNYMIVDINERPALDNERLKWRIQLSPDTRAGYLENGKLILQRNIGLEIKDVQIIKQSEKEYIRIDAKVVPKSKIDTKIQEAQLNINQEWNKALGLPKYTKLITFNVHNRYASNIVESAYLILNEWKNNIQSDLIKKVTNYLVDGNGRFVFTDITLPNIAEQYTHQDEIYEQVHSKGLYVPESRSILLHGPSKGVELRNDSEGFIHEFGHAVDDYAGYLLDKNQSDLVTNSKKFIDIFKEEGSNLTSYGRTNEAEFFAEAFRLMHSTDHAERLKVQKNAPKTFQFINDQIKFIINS
GDH-TPI counter: inhibits GDH-TPI coupling enzymes, artifact for Mtb FBA screen; GDH-TPI coupled enzyme counterscreen, NADH absorbance; inhibition, % at 4.8 µM; 1.2% of 360,000 active; in the data active means inhibition above about 30%;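 further: 0% = DMSO wells and 100% = wells lacking the enzyme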
* = called active by the depositor; ? = inconclusive; nt = no result given. Unless noted, no stated cut-off is given here; in the data, active means inhibition above about 30%; inconclusive means no clear call, values can overlap the other calls; inactive means below that. An unsorted share of the library, and some 4.7% of all compounds hit somewhere here.

SMILES | BioA inh | FBA Mtb inh | BoNT F protease | FadD28 binding | BoNT A protease | PfHsp40 rescue | UGM FP inh | Anthrax LF prot | GDH-TPI counter
CCCOc1ccc(C(=O)Nc2c[nH]c(=O)[nH]c2=O)cc1 | -0.1 | 0 | -6 | -2.6 | -0.5 | -0.7 | 1.7 | -1 | -7
c1ccc(-c2cccc(-c3ccccc3)n2)cc1 | -1.4 | 1 | -5 | -4.2 | 0.2 | 0.9 | 0.5 | -2 | 3
COc1ccc(-c2c(C)nn(-c3ccccc3)c2N)cc1OC | 2.7 | -1 | -4 | 0.4 | -0.6 | 0.2 | -0.6 | -3 | 4
CCOc1ccc(N(CC(=O)Nc2ccccc2Cl)S(C)(=O)=O)cc1 | 0.3 | -1 | 0 | -2.7 | -0.4 | 0.8 | 5.6 | -5 | 11
COc1cc(C=O)ccc1OCC(=O)Nc1ccccc1N1CCOCC1 | 3.4 | 3 | -6 | -3.0 | -2.1 | -0.1 | -4.7 | 0 | 4
S=C(Nc1ccc(Cl)cc1Cl)NC1CCN(Cc2ccccc2)CC1 | nt | 1 | 4 | -2.3 | 0.1 | 2.3 | -0.3 | -1 | 9
Cc1cccc(C(=O)NC(=S)NCc2ccccc2)c1 | 0.1 | -1 | ? | -0.7 | -4.1 | 19 | -0.7 | 23 | 13
FC(F)Oc1cccc2cccnc12 | -0.1 | 0 | -8 | -1.2 | -0.4 | -0.6 | -3.7 | -2 | 9
CC(=O)N1CCOc2ccc(S(=O)(=O)NCc3ccc(C)cc3)cc21 | 0.1 | -3 | -3 | -2.8 | -1.4 | -0.5 | -1.1 | -1 | 1
CCOC(=O)C1(C)CCCN(C(=O)c2ccc(-c3ccccc3)cc2)C1 (configuration not stated) | 0.4 | -3 | 4 | -3.1 | 0.2 | nt | nt | 3 | 7
CN(C)CCCN(C(=O)COc1ccc(Cl)cc1)c1nc2ccc(F)cc2s1 | 0.8 | 5 | -7 | -2.6 | -1.0 | -1.0 | 0.8 | -7 | 6
CNC(=O)Cn1nc(-c2ccc(Cl)cc2)c2ccccc2c1=O | -1.0 | 1 | -6 | -0.5 | -0.6 | -0.9 | 2.5 | 4 | 3
Clc1cccc(/C=N/Nc2nnc(Cl)c3ccccc23)c1 | -2.9 | -2 | -9 | 0.6 | -0.5 | 0.8 | 1.7 | 0 | 11
COc1cccc(CC(NC(C)=O)C(=O)NC2CCN(C(=O)c3ccncc3)CC2)c1OC (configuration not stated) | -5.6 | 7 | 7 | 0.8 | 1.9 | 1.0 | nt | 0 | 6
O=C(O)c1c[nH]c2c([N+](=O)[O-])cccc2c1=O | -1.2 | -1 | -4 | -3.0 | -0.2 | -1.1 | nt | -8 | 6
CC(=O)N1CCN(S(=O)(=O)c2ccc(S(=O)(=O)N3CCCC(C)C3)cc2)CC1 (configuration not stated) | -1.2 | -1 | -4 | -0.1 | -0.3 | -1.4 | 2.2 | 11 | 4
CCCN(CCC)C(=O)c1ccc2c(c1)N(Cc1ccccc1)C(=O)CS2=O (configuration not stated) | -2.2 | -2 | -9 | -2.5 | -0.8 | 1.7 | -1.0 | -4 | -2
CCCCC(CCC(=O)Nc1cccc([N+](=O)[O-])c1)C(=O)O (configuration not stated) | nt | 1 | -14 | -2.8 | 1.2 | -1.3 | 1.8 | -9 | -10
Cc1ccc(-n2c(O)c(C=Nc3ccccc3-c3n[nH]c(=S)[nH]c3=O)c3ccccc3c2=O)cc1C | nt | 5 | 9 | -8.0 | 2.1 | -1.5 | nt | -14 | 14
COc1cc(NC(=O)c2ccc(C(=O)c3ccccc3)cc2)cc(OC)c1OC | -1.9 | -2 | 0 | 3.5 | 1.5 | 2.4 | 3.1 | -5 | 4
CCS(=O)(=O)N1CCC(C(=O)Nc2cc(Cl)ccc2O)CC1 | -3.0 | 5 | -5 | -0.8 | -0.2 | -0.1 | 3.0 | -3 | 13
Cc1oc(/N=C/c2cccc([N+](=O)[O-])c2)c(C#N)c1C | -1.9 | 0 | -1 | -4.2 | 1.6 | -1.6 | -2.2 | 2 | -5
CCN1CCN(C(=O)c2ccc3c(c2)S(=O)(=O)c2ccccc2C3=O)CC1 | nt | 6 | -4 | -1.0 | 0.0 | -0.6 | -1.6 | -3 | 1
CCOC(=O)[C@H]1[C@H]2COc3ccc(OC)cc3[C@@H]2N2C(=O)CN(Cc3ccco3)C(=O)[C@@]12C | -3.4 | 0 | 2 | -1.8 | -0.6 | -0.1 | 0.7 | -4 | 4
COc1ccc(-c2nnc(SCC(=O)Nc3cc(C)on3)n2N)cc1OC | -2.0 | 2 | -4 | 0.5 | -0.2 | -2.4 | 2.5 | 0 | -1

(more compounds)
SMILES | BioA inh | FBA Mtb inh | BoNT F protease | FadD28 binding | BoNT A protease | PfHsp40 rescue | UGM FP inh | Anthrax LF prot | GDH-TPI counter
CCOC(=O)c1ccc(-c2ccc(/C=N/NC(=O)CN(c3ccccc3Cl)S(C)(=O)=O)o2)cc1 | nt | 1 | -6 | -4.7 | 0.2 | -0.5 | 4.1 | 0 | 19
CC1=NN(C(N)=S)C(=O)C1N=Nc1ccc(C)c(Br)c1 (configuration not stated) | nt | -1 | -26 | -3.0 | -3.1 | 2.4 | 0.5 | 10 | 2
Cc1cc2nc(C(F)(F)F)[nH]c(=O)n2n1 | 0.1 | 1 | -3 | -2.4 | -0.3 | -0.9 | 2.2 | 0 | -4
O=C(NCc1cccs1)c1cnn2cccnc12 | 4.1 | 7 | -5 | -2.6 | 0.2 | -0.6 | 0.7 | 0 | 9
COc1ccc(C(=O)CCC(=O)NCCc2ccccc2F)cc1 | 0.3 | 1 | -4 | -1.1 | 2.8 | -0.3 | -0.9 | 10 | 8
O=C1CC(c2cccs2)c2cc3c(cc2N1)OCCO3 (configuration not stated) | nt | 1 | 1 | -2.7 | 1.1 | 0.1 | -1.3 | 3 | -6
CC1=C(C(=O)N2CCOCC2)C(c2ccccc2F)C2=C(CC(C)(C)CC2=O)N1 (configuration not stated) | -0.4 | 55* | 2 | -3.4 | 1.6 | 1.2 | -0.8 | -3 | 0
CCOC(=O)c1c(/N=C/N(C)C)sc(C=O)c1-c1ccccc1 | nt | 3 | -1 | -1.9 | -0.8 | 17 | -0.2 | -1 | 1
CC(=O)Nc1cc(-c2ccc(Cl)cc2)[nH]n1 | 2.1 | 1 | -3 | -2.0 | -0.7 | 1.3 | -1.0 | 6 | -2
Cc1ccc(C(=O)Oc2cc(-c3ccccc3)no2)cc1 | -1.1 | 4 | -2 | -2.7 | -0.5 | 1.1 | 1.1 | 0 | -10
Cc1cc(C)nc(SCC(=O)Nc2ccc(N3CCOCC3)c(Cl)c2)n1 | 5.7 | 3 | 10 | -1.2 | 0.6 | -1.5 | 0.4 | -1 | 6
COc1cc(/C=C(/C#N)C(=O)NCCCc2ccccc2)ccc1OCC(=O)O | -0.1 | 3 | ? | 0.2 | -0.5 | -0.2 | -1.4 | -7 | 27
CCOC(=O)N1CCN(C(=O)COc2ccc(S(=O)(=O)Nc3ccc(OCC)cc3)cc2)CC1 | -0.5 | 2 | -6 | -0.7 | ? | 0.7 | -1.0 | -8 | 2
Cc1nccn1CC(=O)N/N=C/c1ccccc1O | nt | 14 | -5 | -0.8 | -0.6 | -2.3 | -5.4 | -8 | 13
COc1ccc(-c2ccc(-c3noc(-c4cccs4)n3)c(OC)n2)cc1 | nt | 16 | -5 | -4.4 | 0.8 | -0.2 | 1.3 | 1 | 23
COc1ccc(CN2CN(C3CCCC3)CSC2=S)cc1 | -1.9 | -6 | -1 | 0.7 | 0.5 | -1.0 | -2.3 | -1 | 6
CN1CCN(c2ccc(C(F)(F)F)cc2NC(=O)Nc2ccccc2)CC1 | 2.2 | 1 | -28 | -4.2 | -2.4 | -0.2 | 0.2 | -13 | 8
Nc1nc2cc(Br)ccc2o1 | -1.4 | -3 | -3 | -3.3 | -0.3 | 0.8 | nt | -7 | -10
CCc1nc2ccc(C(=O)N3CCN(c4cccc(OC)c4)CC3)cc2nc1CC | 5.0 | -1 | -2 | -3.1 | -0.2 | 0.8 | 1.6 | 1 | 4
CC1(C)OC(=O)C(=CNc2ccc(F)cc2)C(=O)O1 | -0.4 | -1 | -3 | 1.0 | 0.1 | -0.2 | 3.2 | -11 | 19
Oc1c(Br)cc(Br)c2cccnc12 | -1.6 | -5 | -8 | -2.8 | -1.7 | 148* | nt | -2 | -1
CCOC(=O)/C(C(N)=NCCCO)=C(/O)c1ccccc1 | nt | 3 | -5 | -1.2 | 1.0 | -0.8 | 1.1 | 1 | 9
O=C(Cn1c(=O)c(=O)n(Cc2ccccc2)c2ccc(Cl)cc21)Nc1ccc(F)cc1F | nt | 4 | -5 | -1.3 | -0.6 | -0.2 | -4.7 | -1 | 0
CC(C(=O)NCC1CCCCC1)N(C)Cc1cccc(Cl)c1 (configuration not stated) | nt | 1 | -7 | -1.2 | 0.5 | -1.2 | 2.3 | -6 | -3
COc1cc2c(cc1OC)CN(C(=O)c1cc3ccccc3oc1=O)CC2 | -6.7 | -4 | 0 | -0.9 | 0.9 | -0.4 | 0.2 | 5 | 9

Three neighbouring records out of the list so far:
SMILES | BioA inh | FBA Mtb inh | BoNT F protease | FadD28 binding | BoNT A protease | PfHsp40 rescue | UGM FP inh | Anthrax LF prot | GDH-TPI counter
Oc1c(Br)cc(Br)c2cccnc12 | -1.6 | -5 | -8 | -2.8 | -1.7 | 148* | nt | -2 | -1
CCOC(=O)/C(C(N)=NCCCO)=C(/O)c1ccccc1 | nt | 3 | -5 | -1.2 | 1.0 | -0.8 | 1.1 | 1 | 9
O=C(Cn1c(=O)c(=O)n(Cc2ccccc2)c2ccc(Cl)cc21)Nc1ccc(F)cc1F | nt | 4 | -5 | -1.3 | -0.6 | -0.2 | -4.7 | -1 | 0

New compounds follow
SMILES | BioA inh | FBA Mtb inh | BoNT F protease | FadD28 binding | BoNT A protease | PfHsp40 rescue | UGM FP inh | Anthrax LF prot | GDH-TPI counter
O=C1COCC(=O)N1CCc1c[nH]c2ccccc12 | 0.1 | 2 | ? | -2.4 | 3.8 | 0.0 | -1.1 | 3 | -3
COC(=O)N1CC(=O)N(OC)C1c1ccc(Cl)cc1Cl (configuration not stated) | nt | -3 | -6 | -2.6 | -1.1 | 0.2 | 2.7 | -13 | -6
C/C(=N/OC(=O)C1CC1c1ccccc1)c1ccccc1 (configuration not stated) | nt | 2 | 2 | -1.2 | 1.3 | 0.1 | -0.6 | 2 | 7
O=C(NC(NC(=S)Nc1ccccc1Cl)C(Cl)(Cl)Cl)c1cccc(Cl)c1 (configuration not stated) | nt | 2 | -20 | 0.8 | -1.5 | -0.5 | -4.1 | -3 | -1
CC(C)(C)OC(=O)NNC(=O)Nc1ccccc1C(F)(F)F | nt | 1 | 0 | -0.9 | 0.6 | -0.4 | -0.3 | -1 | -5
CCOC(=O)N1CCN(C(=O)C2CCN(Cc3ccc(O)c(OCC)c3)CC2)CC1 | nt | 0 | -2 | -1.9 | -0.1 | 2.0 | 0.1 | -3 | 11
CCCNC(=O)c1cc(C2CCCCN2S(=O)(=O)c2ccc(C#N)cc2)on1 (configuration not stated) | 2.0 | 0 | -3 | -2.9 | 0.1 | nt | nt | 1 | -9
O=[N+]([O-])c1c(N2CCN(CCO)CC2)nc2ccccn12 | -1.2 | -1 | 29 | 0.3 | 1.8 | -0.2 | -4.2 | 18 | 21
CCCCn1c(N)c(N(CCC(C)C)C(=O)CSc2nnc3ccccn23)c(=O)[nH]c1=O | nt | 1 | 11 | -0.8 | 0.4 | -0.4 | -2.2 | -2 | 6
O=C(Nc1c(Cl)cc(Cl)cc1C(=O)NCCN1CCOCC1)c1cccc([N+](=O)[O-])c1 | nt | 0 | -4 | 1.0 | 0.6 | -0.5 | -2.3 | 0 | -2
COc1ccccc1NC(=O)C(C)OC(=O)C1CC(=O)N(c2ccc3c(c2)OCCO3)C1 (configuration not stated) | 1.3 | 0 | 0 | -0.8 | 3.0 | -1.2 | 1.8 | -1 | 0
COc1ccccc1-c1c(C)nn2c(C)c(C(C)=O)cnc12 | 1.1 | 0 | ? | -4.1 | 0.1 | -1.0 | -1.6 | -4 | 2
O=C(CCC(=O)c1cccs1)NNC(=O)c1ccccc1Cl | -0.1 | 0 | nt | -3.1 | nt | -1.1 | -0.7 | nt | 0
COc1ccc(N(CC(=O)Nc2ccc3c(c2)OCCO3)S(=O)(=O)c2c(C)noc2C)cc1 | -1.3 | 1 | 1 | -2.2 | 1.3 | 1.9 | -1.2 | -5 | -4
